Jurkat NFkB inh: lowers PMA/ionomycin-induced NF-kB signal in Jurkat cells; PMA/ionomycin-induced NF-kB luciferase reporter, luminescence; inhibition, % at 4 µM; actives 0.53% (n = 330,000); in the data active = inhibition above about 50%
XBP1 UPR activ: activators of adaptive arm of unfolded protein response (XBP1). CHO-XBP1 luciferase reporter, IRE1-XBP1 UPR activation, luminescence; percent of tunicamycin response, DMSO as zero. activation, % at 20 µM. actives 0.33% (n = 330,000). AID 463104;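 active = versus positive control, 20 µM dose yields 30% or more activation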;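 note: 100% = tunicamycin at 10 µg/mL and 0% = DMSO only wells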
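Material: CHO-XBP1 cells stably carrying IRE1-XBP1-driven luciferase reporter | Medium: F12 with 10% serum | Compound dosing: 20 µM single concentration, DMSO 1% | Incubation: Overnight seeding at 37 °C, 6 h compound treatment at 37 °C | Detection: Steady-Glo luminescence read | Read-out basis: % activation of reporter signal versus tunicamycin and DMSO controls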
tim23-1 inh: tim23-1 yeast growth inhibition; actives 1.3% (n = 330,000); AID 463212; inhibition, % at 20 µM; S. cerevisiae tim23-1 growth, BacTiter-Glo luminescence, 24 h;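 active = growth inhibition of the mutant yeast at or above 50%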;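 note: temperature-sensitive mutant grown at 25 °C; plate controls were DMSO-treated mutant yeast for no effect and medium wells lacking yeast for full effect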
697 NFkB inh: inhibitors of the PMA/ionomycin-induced NF-kB reporter in 697 B cells; 697 B-cell NF-kB luciferase reporter, 16 h; inhibition, % at 4 µM; actives 0.33% (n = 330,000); AID 435022; in the data active = inhibition above about 35%
UPR CHOP act: apoptotic UPR (CHOP) activation; CHO-CHOP luciferase reporter, luminescence; percent of tunicamycin response over DMSO baseline; activation, % at 10 µM; actives 0.34% (n = 330,000);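 active = at 10 µM dose, activation of 40% or more, normalized to positive control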;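 note: 100% = tunicamycin at 10 µg/mL and 0% = DMSO alone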
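Dosing – one dose, 10 µM in 0.5% DMSO · System – CHO-CHOP cells, stable luciferase reporter of PERK-eIF2a-CHOP signalling · Input – 500 cells/well · Control set – tunicamycin 10 µg/mL final as positive, DMSO-only wells as negative · Timing – 6 h compound treatment, 37 °C · Measure – % activation vs tunicamycin · Technique – luminescence read with Steady-Glo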
Mdm2-MdmX inh: human Mdm2/MdmX binding inhibition; O15151+Q00987; SaOS-2 split-luciferase Mdm2/MdmX complementation, luminescence; inhibition, % at 8 µM; actives 3% (n = 330,000); AID 485346;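 active = inhibition of at least 50% at 8 µM in the primary screen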
APJ antagonist: APJ receptor antagonism; CHO-K1 APJ beta-arrestin complementation, luminescence; AID 2521; actives 0.32% (n = 330,000); inhibition, % at 20 µM;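 active = inhibition above about 40% at 20 µM, limit read from the data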;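 note: cells challenged with 10 nM apelin-13 agonist together with compound; plate controls were apelin-13 plus DMSO wells for no effect and DMSO wells lacking apelin-13 for full effect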
Target sequence (P35414 whole entry, looked up): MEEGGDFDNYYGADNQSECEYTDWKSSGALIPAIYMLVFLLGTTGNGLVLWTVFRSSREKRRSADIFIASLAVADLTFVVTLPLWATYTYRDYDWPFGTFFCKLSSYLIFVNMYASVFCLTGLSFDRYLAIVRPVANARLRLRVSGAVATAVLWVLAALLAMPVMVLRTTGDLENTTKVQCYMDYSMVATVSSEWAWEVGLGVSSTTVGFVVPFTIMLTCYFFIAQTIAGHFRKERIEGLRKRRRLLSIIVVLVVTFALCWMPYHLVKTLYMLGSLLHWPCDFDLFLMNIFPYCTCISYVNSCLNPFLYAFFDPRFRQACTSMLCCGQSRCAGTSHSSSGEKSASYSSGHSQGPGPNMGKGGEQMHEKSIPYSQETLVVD
APJ ag: agonists of human APJ apelin receptor | AID 2520 | CHO-K1 APJ PathHunter beta-arrestin, luminescence; 0% DMSO wells, 100% apelin | P35414 | activation, % at 20 µM | actives 0.11% (n = 330,000);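 active = activation more than six SD over the plate average, tested at 20 µM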;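 note: 0% = DMSO alone and 100% = apelin-13 at 10 nM; some results filed as inactive read as strong as hits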
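Test system: CHO-K1 APJ beta-arrestin complementation cell line. Amount: cell density 1000 per well. Controls: DMSO negative, 10 nM Apelin-13 positive. Signal: luminescent beta-gal fragment complementation, chemiluminescent substrate. Read-out basis: agonist-driven arrestin binding to APJ. Timing: compound stimulation 90 min at 25 °C, detection 60 min.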
Active calls of the source: *. This is a random part of the collection; any-hit rate near 5%.

SMILES	Jurkat NFkB inh	XBP1 UPR activ	tim23-1 inh	697 NFkB inh	UPR CHOP act	Mdm2-MdmX inh	APJ antagonist	APJ ag
Cc1cc(C)c2c(c1)NC(C(=O)O)C1CC=CC21 (centres undefined)	-16.2	-3.4	24.1	0.9	-0.2	31.0	3.2	0.5
CCC(C(=O)N1CCN(Cc2ccc3c(c2)OCO3)CC1)n1c(=O)[nH]c2ccccc2c1=O (centres undefined)	4.2	-3.3	-8.4	5.8	-1.1	28.4	4.0	0.9
O=C(c1cccc2ccccc12)N1CCCCC1	15.3	-1.6	-10.5	-4.3	-0.6	-10.3	14.5	-2.0
COc1cccc(-c2nnc3sc(C4CCCCC4)nn23)c1	7.4	-4.3	40.4	-49.9	-0.9	85.3*	-5.7	0.2
O=C(Nc1cccnc1)c1cc2nc(C3CC3)cc(C(F)(F)F)n2n1	-7.4	3.6	9.0	-11.9	2.0	6.8	17.1	-2.3
O=C1NC(c2ccccc2)=C(c2nc3ccccc3s2)C(c2ccc(F)cc2)N1 (centres undefined)	-1.5	4.3	17.7	-0.4	2.0	13.9	-2.8	-1.7
COc1cccc(NC(=O)NCCC2=CCCCC2)c1	-50.7	0.1	23.9	-48.6	3.6	-46.7	7.0	-2.1
CCn1c2ccccc2c2nnc(SCC(=O)NCCOC)nc21	7.3	4.6	15.5	5.2	0.8	15.6	7.3	-6.3
CC(=O)Oc1cccc(N2C(=O)c3ccccc3C2=O)c1	3.9	0.5	6.1	20.2	1.9	1.9	-7.0	-1.3
Cc1cc(N2CCN(S(=O)(=O)c3ccc(Br)cc3)CC2)n2ncnc2n1	-1.8	-1.5	11.0	-17.7	-1.4	0.0	5.9	-2.4
CCCCn1c(SCC(=O)NC(=O)Cc2ccccc2)nc2ccccc2c1=O	19.7	-2.1	35.4	19.1	0.9	-7.0	3.5	-4.8
CCCCOc1ccc(N(CC(=O)NCc2ccccc2)C(=O)c2csnn2)cc1	-6.6	-3.3	25.4	10.8	3.4	5.6	-4.2	3.1
Cc1ccc(C(=O)NCC(=O)OCC(=O)c2c(N)n(C)c(=O)n(C)c2=O)s1	-9.6	1.9	-0.1	21.4	0.3	14.4	28.0	1.8
CCc1ccc(OCC(=O)N/N=C(\C)c2ccc3c(c2)OCCO3)cc1	-14.4	-1.3	44.2	-16.9	5.4	16.6	-0.7	-1.8
COc1ccc(CNC(=O)C2CCN(S(=O)(=O)c3cccc(C(F)(F)F)c3)CC2)cc1	1.1	-0.8	-6.3	7.6	0.5	19.3	5.0	1.2
COCCNC(=O)CNC(=S)N(Cc1ccccc1)Cc1cccnc1	5.5	-3.4	2.0	-5.9	0.6	28.7	10.5	0.7
CC1(C)CC(=O)C=C(Nc2ccc(Br)cc2F)C1	1.5	-3.4	2.2	-4.9	0.6	14.0	10.4	-4.0
COc1cc(NC(=O)C(C)Oc2ccccc2)cc(OC)c1 (centres undefined)	16.5	-0.3	-4.0	15.5	1.8	10.0	12.8	-4.0
COc1cccc(N2CCN(C(=O)C3CCCN(c4ncnc5c4nc4n5CCCCC4)C3)CC2)c1 (centres undefined)	-13.1	-3.6	12.4	-16.9	2.6	40.5	-1.7	0.1
CCC(C)c1ccccc1N1CC(C(=O)N2CCN(S(=O)(=O)c3ccccc3Br)CC2)CC1=O (centres undefined)	28.3	-3.5	-11.7	1.6	0.8	14.2	4.4	-1.3
NC(=O)C1CNc2ccccc2O1 (centres undefined)	-4.4	-0.8	-10.3	3.6	-1.1	12.4	3.2	-2.7
Nc1ccc(C(=O)NC2CCSc3ccccc32)cc1[N+](=O)[O-] (centres undefined)	0.1	-2.1	17.8	-20.7	3.8	-21.9	-6.6	4.0
COc1ccc(NC2CCCN(C(=O)c3ccc(OC)cc3OC)C2)cc1 (centres undefined)	1.7	-1.2	8.5	17.6	-0.1	5.4	10.8	-1.5
CCc1ccc(NC(=O)c2noc3c2CCc2ccccc2-3)cc1	-31.5	-0.7	10.7	-16.8	4.7	-29.5	-7.3	-5.1
O=C(CCN1C(=O)C2CC=CCC2C1=O)OCC(=O)c1ccc(F)cc1 (centres undefined)	-5.1	0.3	12.9	5.3	1.4	15.6	6.7	-4.2
SMILES	Jurkat NFkB inh	XBP1 UPR activ	tim23-1 inh	697 NFkB inh	UPR CHOP act	Mdm2-MdmX inh	APJ antagonist	APJ ag
O=C(O)C(Cc1ccccc1)NC(=O)C(Cc1ccccc1)NC(=O)C12CC3CC(CC(C3)C1)C2 (centres undefined)	-16.1	-5.2	2.3	11.5	0.3	12.5	-4.6	-4.5
COc1ccc(CCC(=O)N(C)CC(=O)Nc2ccc(N3CCOCC3)cc2)cc1	0.2	1.5	6.3	4.9	-0.8	8.2	-7.6	0.1
NS(=O)(=O)c1ccc(CCNC(=O)CN2CCN(c3cccc(Cl)c3)CC2)cc1	9.7	0.1	8.8	-23.2	2.2	-16.2	20.6	1.1
COc1cccc(NC(=S)NC(=O)c2cccnc2)c1	-1.8	-2.3	12.2	2.4	1.4	-5.1	10.6	-6.5
CC(C)C(=O)Nc1ccccc1N1CCN(C(=O)c2ccccc2)CC1	5.2	-3.9	25.3	7.9	-3.6	8.4	6.9	1.1
CCN(CC)S(=O)(=O)c1cc(NC(=O)c2ccc3c(c2)NC(=O)C(C)S3)ccc1C (centres undefined)	11.4	3.0	-11.9	-4.6	0.1	26.7	-5.6	3.5
CCn1cc(C(=O)OC)c(=O)c2ccc(C)nc21	-11.5	-1.0	-0.5	-24.4	-0.2	8.7	25.7	-2.7
COc1ccc(OC)c(CNC(=O)CCS(=O)(=O)c2ccc3c(c2)oc(=O)n3C)c1	-0.1	-7.4	12.2	19.2	-0.2	11.5	19.7	-2.0
O=C(Cn1cc2c(n1)CCCCC2)NCc1cccs1	1.8	1.0	5.9	-9.3	-0.5	12.3	-1.5	-2.3
CCCCCOc1ccccc1C(=O)NCCCC(=O)O	9.3	-0.2	3.0	-9.6	-1.0	-0.6	3.9	1.6
O=C(c1ccc2c3c(cccc13)CC2)C1CCCN(Cc2ccccn2)C1 (centres undefined)	0.0	-1.3	-6.3	-0.3	-2.8	25.0	-9.5	-4.4
COc1ccc(CC(=O)N/N=C/C=C/c2cccc([N+](=O)[O-])c2)cc1OC	-5.4	-1.6	3.3	-7.3	-0.7	2.5	15.2	3.1
O=C(N/N=C/c1ccc(Cl)cc1Cl)c1cccc(F)c1	-121.7	3.5	11.2	-126.1	8.7	-114.2	4.4	-1.0
Cc1ccc(-c2csc3nc(CSc4nnc(-c5ccc(Cl)cc5)n4C)[nH]c(=O)c23)cc1	10.2	0.0	10.2	-17.6	-1.2	8.5	5.9	-0.3
CCS(=O)(=O)Nc1cccc(-c2cn3c(n2)SCC3)c1	4.3	-4.7	-10.5	2.5	1.1	16.8	12.3	-1.6
O=C(O)CNC(=O)C1COc2ccccc2O1 (centres undefined)	2.7	3.2	8.5	0.4	-0.6	5.4	-8.2	-1.3
COc1cccc(NC(=O)COC(=O)c2c3c(nc4ccccc24)CCC(C)C3)c1 (centres undefined)	26.4	7.5	10.8	18.1	5.2	79.0*	-0.3	0.3
CC[C@H](C)[C@H](NC(N)=O)C(=O)Nc1ccc(C)cc1	3.5	-0.9	2.2	6.2	1.7	-13.3	-15.2	-4.6
CCc1ccc(N(C(=O)c2csnn2)C(C(=O)NC(C)(C)C)c2ccncc2)cc1 (centres undefined)	-5.2	-0.4	1.0	-3.4	-2.4	9.6	8.3	0.8
Cc1ccc(C(=O)c2nc(C(=O)NCCO)nc3ccccc23)cc1	4.8	-0.5	1.3	12.2	0.4	-4.2	-2.0	-3.9
COc1ccc(-c2nc(-n3c(C)c(C(C)=O)c(C(C)=O)c3C)sc2C)cc1	5.2	-1.0	38.6	5.2	-1.1	-0.2	12.7	-1.4
Cc1ccc(/C=C2\SC(=S)N(CCC(=O)NNC(=O)c3cccnc3)C2=O)cc1	-4.1	0.7	-10.2	26.4	3.8	5.0	5.2	0.1
Cc1ccc2nc(NC(=O)CN3CCOCC3)sc2c1	-36.1	0.1	-2.2	-6.9	3.3	-44.2	3.2	2.9
COC(=O)c1ccc(N2CCOCC2)c(NC(=O)c2ccc(Br)o2)c1	8.1	-2.6	4.3	-20.7	-0.3	33.7	-4.4	3.6
CCOc1ccc(CCNC(=O)COC(=O)C2CCN(S(=O)(=O)c3ccc(C)c(C)c3)CC2)cc1OCC	0.9	-0.7	13.9	13.3	3.6	37.9	1.2	-5.7

Three entries from above, arranged by their value in 697 NFkB inh, rising:
Molecule	697 NFkB inh
COC(=O)c1ccc(N2CCOCC2)c(NC(=O)c2ccc(Br)o2)c1	-20.7
CCCCCOc1ccccc1C(=O)NCCCC(=O)O	-9.6
CCOc1ccc(CCNC(=O)COC(=O)C2CCN(S(=O)(=O)c3ccc(C)c(C)c3)CC2)cc1OCC	13.3

Continued.
SMILES	Jurkat NFkB inh	XBP1 UPR activ	tim23-1 inh	697 NFkB inh	UPR CHOP act	Mdm2-MdmX inh	APJ antagonist	APJ ag
CSC1=NCCN1C(=O)c1ccc(S(=O)(=O)N(C)C)cc1	-7.3	-4.6	-10.1	0.5	-1.7	4.7	-12.2	-1.5
COc1cc(C(=O)NCc2nnc(SCC(=O)NCc3ccccc3)o2)cc(OC)c1OC	-9.1	-3.0	5.8	18.7	0.5	38.7	2.1	-4.4
Cc1ccc(-n2c(C)cc(C(=O)OCC(=O)N(CC(C)C)C3CCS(=O)(=O)C3)c2C)cc1 (centres undefined)	5.4	1.0	12.8	-4.7	-0.6	16.5	4.8	-1.1
COc1ccccc1-c1c(C)oc2cc(OCC(=O)OCc3ccccc3)ccc2c1=O	-7.7	-1.2	27.9	-2.0	-2.5	24.9	6.0	1.2
COC(=O)C1=C(C)N(C)C(=O)NC1c1cc(Cl)cc(Cl)c1OC (centres undefined)	-4.6	-0.5	13.4	3.7	3.7	-27.4	16.6	3.7
O=C(Nc1ccc2c(c1)OCO2)c1ccc(Cl)s1	-154.6	2.7	-8.2	-87.6	5.1	-184.5	1.4	-4.0
CC(NCCC1(C(C)C)CCOC(C)(C)C1)c1cccs1 (centres undefined)	-1.2	-3.5	12.9	-30.0	0.8	-17.4	21.1	-1.9
COc1ccc2c(c1)OC(O)(C(F)F)CC2=O (centres undefined)	12.8	3.9	13.0	13.3	1.3	22.9	14.6	-2.4
O=C(NCCc1ccc(Cl)cc1)c1ccc(NC2=NC3CS(=O)(=O)CC3S2)cc1 (centres undefined)	-7.4	3.4	1.8	-4.3	-1.2	27.2	-2.1	4.6
O=C(CCCN1C(=O)/C(=C/c2ccccc2Cl)SC1=S)NNC(=O)c1ccc(Cl)cc1	19.4	-5.7	-21.7	60.8*	-6.6	42.4	-0.9	-2.7

Whole records as entered above. Order of screens: Jurkat NFkB inh	XBP1 UPR activ	tim23-1 inh	697 NFkB inh	UPR CHOP act	Mdm2-MdmX inh	APJ antagonist	APJ ag
Results for CCN(CC)S(=O)(=O)c1cc(NC(=O)c2ccc3c(c2)NC(=O)C(C)S3)ccc1C (centres undefined) → 11.4	3.0	-11.9	-4.6	0.1	26.7	-5.6	3.5
Results for COc1cccc(N2CCN(C(=O)C3CCCN(c4ncnc5c4nc4n5CCCCC4)C3)CC2)c1 (centres undefined) → -13.1	-3.6	12.4	-16.9	2.6	40.5	-1.7	0.1
